MEKK2 WT-MEK5: raises or lowers MEK5 binding to wildtype human MEKK2 PB1 domain | bead flow cytometry, Alexa488-MEK5 binding to MEKK2 WT; actives lie on both sides | actives 1.1% (n = 290,000) | Q9Y2U5 | binding response (% of control), % at 10 µM; in the data active = binding response below about 67% or above about 130%
GalR3 antagonist: human GalR3 antagonism. O60755. HEK293 GalR3-CNG cAMP membrane potential fluorescence; galR3 body fused to GalR1 C-terminus. inhibition, % at 3 µM. actives 0.44% (n = 360,000). AID 651719;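 active = inhibition above the screen-wide average plus 3 SD, cut at about 13% in these data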;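 also: forskolin and galanin both at EC90 stimulate the cells; cAMP rise reported by CNG channel membrane potential dye signal; 0% = forskolin plus galanin with DMSO and 100% = forskolin alone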
Target sequence (O60755 1-299 limits assumed): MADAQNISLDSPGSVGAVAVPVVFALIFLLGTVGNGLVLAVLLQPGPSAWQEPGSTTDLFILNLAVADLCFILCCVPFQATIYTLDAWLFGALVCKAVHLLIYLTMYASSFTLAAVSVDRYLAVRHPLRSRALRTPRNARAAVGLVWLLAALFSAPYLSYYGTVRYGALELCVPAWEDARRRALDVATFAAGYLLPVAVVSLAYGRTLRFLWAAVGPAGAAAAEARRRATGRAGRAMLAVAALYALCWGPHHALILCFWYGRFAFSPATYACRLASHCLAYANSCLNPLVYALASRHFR
CRFBP-R2 block: antagonists of CRF-binding protein/CRF-R2 receptor complex. AID 588475. actives 0.59% (n = 350,000). HEK293 CRF-R2/CRF-BP, CRF-induced calcium fluorescence. inhibition, % at 11.8 µM;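 active = inhibition of the ligand-induced calcium signal above about 50% at the single tested concentration, limit read from the data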
DNA FID counter: displaces DNA intercalator in HCV helicase counter-screen | inhibition, % at 7.9 µM | actives 0.17% (n = 290,000) | DNA fluorescent intercalator displacement, fluorescence | AID 1845; in the data active = inhibition above about 37%;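 also: 0% = vehicle and 100% = reference compound; higher means more ethidium bromide displaced from hairpin DNA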
CRFR2-BP ag: CRF-BP/CRF-R2 complex agonism. HEK293 CRF-R2/CRF-BP, calcium dye fluorescence (FLIPR); percent of saturating CRF peptide response. activation, % at 13.2 µM. actives 0.46% (n = 350,000). AID 588473;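 active = activation of at least 50%, plus an integration ratio under a set limit after plate pattern correction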;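 also: plate controls were neutral control wells without compound for no effect and CRF at EC100 for full effect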
MEKK2mut PB1 HTS: signal of MEK5 binding to mutant human MEKK2 PB1 domain | bead flow cytometry, Alexa488-MEK5 binding to MEKK2 mutant | actives 0.35% (n = 290,000) | AID 1530 | percent response, % at 10 µM; in the data active = percent response above about 24%, passing the limit was not always enough; also: inactives centre near 1; some results filed as inactive read as strong as hits
MEKK3 PB1 HTS: modulators (inhibitors or enhancers) of MEK5 binding to human MEKK3 PB1 domain; Q99759; bead-based flow cytometry, Alexa488-MEK5 binding to MEKK3; actives lie on both sides; 0 = blocked by unlabeled MEK5, 100 = vehicle; binding response (% of control), % at 10 µM; actives 1.4% (n = 290,000);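 active = binding response more than 3 SD above or below the average of its plate-row segment, actives on both sides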;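 also: Alexa488 bead fluorescence after subtracting the streptavidin-only scavenger bead signal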
Target sequence (Q99759 whole entry, looked up, the tested form may be a part): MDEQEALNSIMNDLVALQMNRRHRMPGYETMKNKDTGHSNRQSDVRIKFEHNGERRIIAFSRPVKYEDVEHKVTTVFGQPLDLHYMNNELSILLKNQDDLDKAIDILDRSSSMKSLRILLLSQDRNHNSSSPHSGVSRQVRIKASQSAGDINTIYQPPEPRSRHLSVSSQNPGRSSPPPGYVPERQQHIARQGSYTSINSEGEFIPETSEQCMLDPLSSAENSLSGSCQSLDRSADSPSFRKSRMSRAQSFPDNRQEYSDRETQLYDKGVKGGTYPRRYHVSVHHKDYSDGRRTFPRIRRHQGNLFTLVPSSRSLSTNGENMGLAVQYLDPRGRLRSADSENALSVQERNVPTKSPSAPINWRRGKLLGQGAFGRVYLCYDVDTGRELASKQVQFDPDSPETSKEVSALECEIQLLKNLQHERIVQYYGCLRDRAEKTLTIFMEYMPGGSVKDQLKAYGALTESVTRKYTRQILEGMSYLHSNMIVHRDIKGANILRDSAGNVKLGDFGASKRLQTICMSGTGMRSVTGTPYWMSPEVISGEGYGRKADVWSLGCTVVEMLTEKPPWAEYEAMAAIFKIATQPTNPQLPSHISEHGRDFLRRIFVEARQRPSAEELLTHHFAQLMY
HCV NS3 hel inh: blocks Hepatitis C virus NS3 helicase unwinding; NS3 helicase DNA unwinding, Cy5 molecular beacon fluorescence; inhibition, % at 10.9 µM; actives 0.56% (n = 290,000); AID 1800;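 active = inhibition above the mean of all tested compounds plus 3 SD, set per campaign, cut at about 35% in these data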;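 also: 0% = DMSO wells and 100% = thioflavine S control wells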
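Material: hepatitis C virus NS3 helicase domain fragment enzyme; measured by: Cy5 fluorescence, 0 and 60 min reads; control set: DMSO and thioflavine S; incubation: 60 min unwinding reaction at 25 °C after ATP addition; read-out basis: % inhibition from 60/0 min fluorescence ratio, DMSO 0%, thioflavine S 100%; repeats: singlicate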
SUMO HTRF inh: blocks human SUMOylation mediated by UBC9 | P63279 | inhibition, % at 35 µM | HTRF SUMOylation assay, SAE1/SAE2 + UBC9, in vitro | actives 0.36% (n = 290,000); in the data active = inhibition above about 50%, passing the limit was not always enough; also: strong numbers were not always called active
Target sequence (P63279 whole entry, looked up): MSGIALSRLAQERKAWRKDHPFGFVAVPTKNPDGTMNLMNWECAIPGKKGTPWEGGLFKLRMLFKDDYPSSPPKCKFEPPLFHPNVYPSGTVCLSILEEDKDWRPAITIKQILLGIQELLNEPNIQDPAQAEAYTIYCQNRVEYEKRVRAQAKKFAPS
Numbers without * were called inactive; · = not tested or not shown. Not all compounds are listed, so the mix of outcomes need not match the whole.

Values in the order: MEKK2mut PB1 HTS	CRFR2-BP ag	CRFBP-R2 block	SUMO HTRF inh	HCV NS3 hel inh	GalR3 antagonist	MEKK3 PB1 HTS	DNA FID counter	MEKK2 WT-MEK5
Cc1nnc(SCC(=O)n2c3c(c4ccccc42)CCCC3)s1
→ -1	-0.2	-3	-9	8	-4	98	-3	91
CN(CC(=O)Nc1ccc(OC(F)(F)F)cc1)C(=O)Cc1c(Cl)cccc1Cl
→ -3	0.9	-13	-3	-3	-7	94	-20	89
CCOC(=O)N1CCC(N2C(=O)c3ccc(C(=O)Nc4cccc(OC)c4)cc3C2=O)CC1
→ -1	0.1	10	·	-16	-1	102	-31	103
CCOC(=O)c1cnc(-n2nc(C)cc2C)nc1Nc1ccccc1OC
→ 3	·	·	6	4	·	102	-4	102
COc1ccc(CNC(=O)CN(Cc2ccc(Cl)cc2)S(=O)(=O)c2ccccc2)cc1
→ 6	19	-20	-13	2	-6	100	-19	104
CCCSc1nc2c(c(=O)[nH]c(=O)n2C)n1Cc1ccc(C)cc1
→ -2	-1.3	-11	23	-1	0	92	7	94
O=S(=O)(c1ccc2c(c1)OCCO2)N1CCNCC1
→ 0	-0.2	2	7	14	3	97	-6	100
CCOC(=O)CSc1nnc(Cc2ccccc2)n1CC1CCCO1 (stereo unspecified)
→ 10	-2.9	8	9	6	-3	107	-4	106
C=CCc1ccccc1OCC(O)CN1CCN(CCN2C(=O)c3cccc4cccc(c34)C2=O)CC1 (stereo unspecified)
→ 23	-0.3	-19	-22	-56	-8	111	14	193*
Cc1csc(NC(=O)CSc2nc3ccccc3s2)n1
→ 1	0.0	9	31	-5	-4	100	-9	96
COc1ccc(NC(=O)C2C3CCC4C(CCC32)C4(Cl)Cl)cc1 (stereo unspecified)
→ -2	-1.0	-14	-24	-3	-6	94	-8	97
Cc1cc(-c2nnc(CCC(=O)NC(C)c3ccccc3Cl)o2)no1 (stereo unspecified)
→ -39	-2.4	-2	-11	5	0	107	-6	109
Cc1c(NC(=S)N/C(=N/S(=O)(=O)c2ccc(Cl)cc2)c2ccccc2)c(=O)n(-c2ccccc2)n1C
→ 15	-0.5	-8	-14	10	1	100	-6	99
Cn1nc(SCC(=O)O)sc1=S
→ -1	0.4	-4	20	0	-5	100	-1	100
COc1ccccc1CNC(=O)CN1CCN(c2ccc(C(C)=O)cc2)CC1
→ -1	1.2	2	3	8	-9	103	-26	102
O=C(c1ccco1)N1CCN(C(=O)C(Cc2ccccc2)NS(=O)(=O)c2cccs2)CC1 (stereo unspecified)
→ -1	0.3	21	-15	0	-3	98	-17	99
Cc1ccc(CSCCNC(=O)CN(c2cc(C)ccc2C)S(C)(=O)=O)cc1
→ -1	-2.9	-1	-1	-5	-6	102	-29	102
c1cc(-c2nnc(-c3ccncc3)o2)ccn1
→ -5	0.6	-8	29	9	-2	101	-4	100
Cc1ccc(S(=O)(=O)Nc2ccc3c(c2)nc(CN2CCCC2)n3C)cc1
→ 8	8.7	-25	3	7	-10	102	5	109
CSc1ccc(C(=S)N2CCCCCC2)cc1
→ 1	-1.5	-1	3	4	-8	97	-19	96
N#C/C(=C\c1ccc(N2CCCC2)c([N+](=O)[O-])c1)c1nc2ccccc2[nH]1
→ 3	1.2	-6	-39	2	-3	102	1	103
Cn1nc(C(C)(C)C)c(NC(=O)c2cccs2)c1C(C)(C)C
→ 3	-0.7	29	2	5	2	104	-2	99
Cc1ccc(C)c(NC(=O)C(Sc2nc3ccc(C)cc3[nH]2)c2ccccc2)c1 (stereo unspecified)
→ -1	-0.4	26	4	-10	-5	106	-17	107
CCCOP(=O)(c1ccc(N(C)C)cc1)C(O)c1ccncc1 (stereo unspecified)
→ 2	-0.2	12	19	-2	-5	104	-6	105
CCOc1ncccc1C(=O)N(CC)CC(=O)NCc1ccc(Cl)cc1
→ 0	-0.5	2	18	-5	-12	100	-19	99
COc1ccc(N(CC(=O)NC2CCCC2)C(=O)Cn2nnc(-c3ccc(C)o3)n2)c(OC)c1
→ 5	0.2	-9	10	2	-10	100	-34	100
CCOC(=O)c1c(C)c(C(=O)Nc2cc(OC)ccc2OC)c(C)n1CC
→ 0	-2.7	14	-16	-19	-4	102	-33	101
CN=C1SC(CC(=O)Nc2ccccc2F)C(=O)N1/N=C/c1ccc(O)c(OC)c1 (stereo unspecified)
→ -8	-2.2	14	19	2	22*	88	-12	82
CC(C)(C)OC(=O)NN1CC(=O)N2Cc3[nH]c4ccccc4c3C[C@H]2C1=O
→ 4	12	29	-1	2	-11	98	-24	101
Cc1nn(C)c(C)c1S(=O)(=O)N1CCC(C(=O)NC(C)c2ccccc2)CC1 (stereo unspecified)
→ 3	-1.1	1	11	12	0	98	-1	99
CCCn1c(SCC(=O)NC2CCCc3ccccc32)n[nH]c1=O (stereo unspecified)
→ 1	-1.6	2	12	0	-6	95	-9	104
O=C(/C=C/c1cccs1)Nc1sc2c(c1C(=O)O)CCCC2
→ 6	-1.3	19	30	2	-8	98	-8	100
COc1ccc(C(=O)Nc2ccccc2)cc1S(=O)(=O)NCc1ccco1
→ 0	0.1	0	7	6	-6	97	-8	93
COc1ccc([C@@H]2OC2(C(N)=O)C(N)=O)cc1
→ 1	-0.3	-2	9	-1	-3	103	-2	97
CCN1C(=O)c2cccc3c(S(=O)(=O)NCC4CCCO4)ccc1c23 (stereo unspecified)
→ -23	14	-4	47	9	-5	89	-11	92
CCOC(=O)C(Oc1ccc(=O)n(-c2ccccc2)n1)C(C)=O (stereo unspecified)
→ -3	-2.9	3	7	5	2	95	0	93
Cc1ccc(NC(=O)NCC2CC2(Cl)Cl)cc1 (stereo unspecified)
→ 6	-0.7	6	5	9	-8	96	-8	98
COC(=O)c1ccc(NC(=S)NCCCN2CCCC2=O)cc1
→ -6	2.8	3	6	-10	-5	97	-8	97
CCC(CO)Nc1ncnc2c1cnn2-c1ccc(Cl)cc1 (stereo unspecified)
→ -1	-0.4	-15	-3	-10	3	101	-5	103
Cc1ccc(N(CC(N)=O)C2SC(=O)NC2=O)cc1 (stereo unspecified)
→ -4	0.5	-2	7	-1	-4	95	-4	102
COc1ccc(C(=O)O)cc1S(=O)(=O)NC(C)C
→ -18	0.1	-1	4	32	0	85	2	88
COc1ccc(OC)c(S(=O)(=O)Nc2c(F)cccc2F)c1
→ -1	0.1	2	-3	0	-5	98	0	101
CCc1c(O)nc(SCC(=O)Nc2nc3ccccc3s2)n(-c2ccc(C)cc2)c1=O
→ -9	-0.2	5	-11	8	2	98	-34	97
COc1ccc(OC)c(/C=N/NC(=O)CCc2c(C)n[nH]c2C)c1
→ -14	-0.6	-6	22	-12	1	71	-10	76
NS(=O)(=O)c1cccc(NC(=O)CSc2ncnc3ccccc23)c1
→ 16	1.5	7	12	1	4	107	-3	106
CC(=O)Nc1c(C(=O)N2CCN(c3ccccn3)CC2)cnn1-c1ccc(C)cc1
→ 4	-0.1	16	20	-3	-8	106	-13	105
COc1ccc(C(C)=O)cc1CSc1nnc(-c2ccncc2)n1C
→ -2	1.4	-1	-5	18	5	100	0	99
CCOC(=O)c1c(C)c(-c2ccccc2)n(CC(=O)NCCCN(CC)CC)c1C
→ -2	-0.5	-7	-12	-25	-5	91	14	100
CC(=C/c1ccccc1)/C=N/NC(=O)CSc1nc(C)cc(C)n1
→ 10	-0.4	7	8	3	-2	100	-32	108
CC(C)Oc1ccc2c(c1)OC(c1ccccc1)(C(F)(F)F)NC2=O (stereo unspecified)
→ 2	1.3	-2	-15	-10	-5	103	-18	90
NC1=NC2(CCCCC2)N(c2ccc(F)cc2)C(N)=N1
→ 2	-0.9	1	3	-2	-1	106	2	108
CCC(=O)N1N=C(c2c(O)n(C)c(=O)n(C)c2=O)CC1c1ccccc1 (stereo unspecified)
→ -6	-1.1	5	3	7	2	99	-19	99
O=C(c1ccccc1Cl)N(Cc1ccc(Br)cc1)N1C(=O)CCC1=O
→ -4	-2.4	-7	-7	-1	3	104	-24	100
CN1CCN(C(=O)N2CCNC2=O)CC1
→ 1	0.9	16	-2	-8	-4	107	1	109
CCCCCCc1cc2cc(S(=O)(=O)c3ccc(Cl)cc3)c(=O)oc2cc1O
→ 1	44	-7	42	7	0	96	-6	91
Nc1ccccc1SC(C[N+](=O)[O-])c1ccccc1 (stereo unspecified)
→ -13	5.9	-32	-29	17	·	85	2	82
CCOC(=O)N1CCC(N2CCN(CCC(C)C)C(CCO)C2)CC1 (stereo unspecified)
→ 1	0.2	-11	11	7	-6	101	-3	99
O=C1/C(=C\c2ccc(Br)cc2)SC(=S)N1NS(=O)(=O)c1ccccc1
→ -5	0.2	58*	27	15	-3	99	-20	100
CCc1ccc(NC(=O)CS(=O)CC(=O)NCC2OCCc3ccccc32)cc1 (stereo unspecified)
→ 3	4.5	-2	-21	20	1	99	-31	106
CCCc1nnc(NC(=O)CN2CCOCC2)s1
→ -3	-1.2	7	9	-3	-3	96	6	99

Among those listed so far, three contain a thiophene ring, fused or not.
Values in the order: MEKK2mut PB1 HTS	CRFR2-BP ag	CRFBP-R2 block	SUMO HTRF inh	HCV NS3 hel inh	GalR3 antagonist	MEKK3 PB1 HTS	DNA FID counter	MEKK2 WT-MEK5
O=C(c1ccco1)N1CCN(C(=O)C(Cc2ccccc2)NS(=O)(=O)c2cccs2)CC1 (stereo unspecified)
→ -1	0.3	21	-15	0	-3	98	-17	99
Cn1nc(C(C)(C)C)c(NC(=O)c2cccs2)c1C(C)(C)C
→ 3	-0.7	29	2	5	2	104	-2	99
O=C(/C=C/c1cccs1)Nc1sc2c(c1C(=O)O)CCCC2
→ 6	-1.3	19	30	2	-8	98	-8	100

Following part:
Values in the order: MEKK2mut PB1 HTS	CRFR2-BP ag	CRFBP-R2 block	SUMO HTRF inh	HCV NS3 hel inh	GalR3 antagonist	MEKK3 PB1 HTS	DNA FID counter	MEKK2 WT-MEK5
CCc1ccc(OCC(=O)NC(=S)Nc2ccc(C)cc2C)c(Br)c1
→ ·	15	-22	5	8	-4	·	1	·
Cc1cccc(/C(N)=N/OC(=O)c2ccc(F)cc2)c1
→ 4	-7.8	14	-12	4	-3	109	-1	109
CCOC(=O)C(Cc1ccc(OC)c([N+](=O)[O-])c1)NC(=O)CCC(=O)Nc1ccc(C)cc1 (stereo unspecified)
→ -2	1.2	9	-12	3	1	101	-22	98
Cc1cc(=O)n2c3ccccc3n(CC(O)CN3CCCC3)c2c1C#N (stereo unspecified)
→ 1	-0.8	7	-5	-1	5	100	6	98
CCCN(CCC)CCCNc1ccc2nnc(-c3ccc(F)cc3)n2n1
→ 14	0.8	-15	0	19	-2	119	34	123
N#C/C(=C\c1cc([N+](=O)[O-])c(N2CCOCC2)cc1N1CCOCC1)c1nc2ccccc2[nH]1
→ 10	-0.8	-18	28	-2	2	107	2	110
COc1cccc(NC(=O)Cc2cccs2)c1
→ 2	0.3	-11	20	5	1	101	-2	107
Cc1cccc(N2CCN(C(=O)CCNS(=O)(=O)c3ccc4c(c3)CCC(=O)N4)CC2)c1C
→ -6	-1.2	3	4	-13	-6	89	-24	93
COc1ccc(-n2nc(C(=O)NCC(=O)N(C)Cc3ccccc3)c3ccccc3c2=O)cc1
→ -2	-0.6	-8	2	-8	-6	99	-36	99
CC(C)c1cc(C(=O)NCCc2ccccc2)no1
→ 5	-3.1	-7	-8	-2	0	106	-7	107

From PubChem
